CSN deneddyl inh – inhibitors of CSN-mediated cullin deneddylation, primary screen, biochemical, fluorescence polarization, uHTS | AID 651999, 2013 | 360,000 tested, 0.38% active | Purified CSN, SCF-Nedd8-OG deneddylation | COP9 signalosome complex subunit 5 (Homo sapiens), Q92905 | inhibition, % at 12.5 µM;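 active = pattern-corrected inhibition above about 35%, with an unprinted fluorescence ratio check between 0.5 and 1.5, limit read from the data, passing the limit was not always enough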;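 note: 0% = enzyme with substrate and 100% = substrate without enzyme; some results filed as inactive read as strong as hits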
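Material: purified human Csn5 enzyme expressed in HEK293T cells / Medium: Tris buffer pH 7.5, NaCl, DTT, Tween-20, trehalose, ovalbumin / Compound dosing: 12.5 µM single point / Schedule: 90 min incubation of compound, enzyme and substrate at room temperature / Signal: fluorescence polarization of the substrate / Control set: no-enzyme wells high, enzyme-with-substrate wells low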
SUMO1 PPI mod – modulators of SUMO1 protein-protein interactions, primary screen, biochemical, uHTS | Small ubiquitin-related modifier 1 (Homo sapiens), P63165 | SUMO1 binding to a labelled peptide, TR-FRET, 1 h | inhibition, % at 20 µM | 360,000 tested, 0.33% active; in the data active = inhibition above about 37%
Target sequence (P63165 whole entry, looked up): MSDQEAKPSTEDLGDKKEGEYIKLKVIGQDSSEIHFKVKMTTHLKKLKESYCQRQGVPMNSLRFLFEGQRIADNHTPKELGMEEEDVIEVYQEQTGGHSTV
LMPTP block – LMPTP phosphatase inhibitors, primary screen, biochemical, fluorescence intensity, uHTS. Low molecular weight phosphotyrosine protein phosphatase (Homo sapiens), P24666. recombinant LMPTP-A, OMFP fluorogenic substrate. inhibition, % at 20 µM. 360,000 tested, 0.22% active. AID 651560, 2012;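 active = compounds that cut the enzyme signal by at least half of the control window in the single-dose screen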;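 note: plate controls were DMSO wells with enzyme plus substrate for no effect and substrate without enzyme for full effect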
Target sequence (P24666 whole entry, looked up): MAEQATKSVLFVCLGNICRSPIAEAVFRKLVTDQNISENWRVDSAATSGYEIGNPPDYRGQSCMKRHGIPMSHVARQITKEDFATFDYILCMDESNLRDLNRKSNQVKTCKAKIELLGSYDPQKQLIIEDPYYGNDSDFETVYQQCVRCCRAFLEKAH
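Test system: LMPTP-A, protein tyrosine phosphatase of low molecular weight; Input: 0.625 nM enzyme; Incubation: 50 min dark incubation at room temperature; Signal: endpoint fluorescence intensity from OMFP dephosphorylation; Read-out basis: % inhibition versus control wells.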
Scp-1 inhibitor – Scp-1 phosphatase inhibitors, primary screen, biochemical, colorimetric, uHTS | 340,000 tested, 0.88% active | Recombinant Scp1, phosphopeptide, malachite green phosphate absorbance | inhibition, % at 20 µM | Carboxy-terminal domain RNA polymerase II polypeptide A small phosphatase 1 (Homo …;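 active = inhibition above about 50% at 20 µM, limit read from the data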;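 note: plate controls were DMSO wells with enzyme for no effect and wells lacking enzyme for full effect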
Target sequence (Q9GZU7 76-261 limits assumed): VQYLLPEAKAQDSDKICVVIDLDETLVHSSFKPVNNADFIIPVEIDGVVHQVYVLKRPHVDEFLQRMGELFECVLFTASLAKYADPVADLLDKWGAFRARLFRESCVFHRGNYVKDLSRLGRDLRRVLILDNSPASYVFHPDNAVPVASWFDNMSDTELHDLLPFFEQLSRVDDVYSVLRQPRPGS
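Assay system: SCP-1 catalytic fragment, aa 76-261 | Buffer or medium: Tris acetate buffer pH 5.5 with MgCl2 and Tween-20 | Compound: One concentration, 20 µM, with 1.0% DMSO | Also added: Phospho 17-mer peptide substrate | Signal: Absorbance at 630 nm | Incubation: 45 min enzyme reaction at room temperature | Measure: % inhibition of SCP-1 phosphate liberation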
STEP inh – STEP phosphatase inhibitors, primary screen, biochemical, fluorescence intensity, uHTS; recombinant STEP, OMFP fluorogenic substrate; inhibition, % at 20 µM; 360,000 tested, 0.25% active;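 active = inhibition at 20 µM, scaled per plate between control wells, above about 37%, limit read from the data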;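 note: 0% = DMSO with enzyme and substrate and 100% = substrate only without enzyme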
Target sequence (P54829 whole entry, looked up): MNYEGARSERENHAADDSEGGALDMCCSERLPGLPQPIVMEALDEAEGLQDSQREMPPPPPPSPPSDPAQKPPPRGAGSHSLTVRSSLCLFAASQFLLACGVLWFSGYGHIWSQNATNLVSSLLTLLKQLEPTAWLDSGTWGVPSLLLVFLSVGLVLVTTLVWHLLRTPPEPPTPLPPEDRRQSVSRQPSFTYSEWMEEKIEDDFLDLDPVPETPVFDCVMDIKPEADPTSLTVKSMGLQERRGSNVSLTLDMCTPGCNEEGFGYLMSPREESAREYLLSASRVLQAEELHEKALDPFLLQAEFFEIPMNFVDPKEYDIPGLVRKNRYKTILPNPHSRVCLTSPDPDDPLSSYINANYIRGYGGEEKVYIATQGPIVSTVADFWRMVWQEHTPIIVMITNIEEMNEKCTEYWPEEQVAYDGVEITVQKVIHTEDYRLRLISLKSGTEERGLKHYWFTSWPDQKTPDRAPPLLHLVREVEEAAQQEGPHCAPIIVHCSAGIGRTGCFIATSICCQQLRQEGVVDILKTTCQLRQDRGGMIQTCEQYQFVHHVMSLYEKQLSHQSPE
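Material: STEP (striatal-enriched tyrosine phosphatase) enzyme, cell-free | Medium: 50 mM Bis-Tris pH 6.0 with 2.5 mM DTT and 0.005% Tween 20 | Read-out: Percent inhibition scaled to no-enzyme and uninhibited-enzyme controls, plate-pattern corrected | Signal: Fluorescence read at 480 nm ex / 540 nm em | Times: 20 min reaction, room temperature, in the dark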
Tb MetRS inh – T. brucei MetRS inhibitors, primary screen, biochemical, luminescence; purified T. brucei MetRS, ATP depletion, Kinase-Glo luminescence; inhibition, % at 11.9 µM; AID 624268, 2012; 360,000 tested, 0.4% active;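 active = inhibition above a per-plate cutoff of the control wells' mean inhibition plus 3 SD, cut at about 5.5% in these data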;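 note: 0% = DMSO wells median and 100% = median of wells with control inhibitor compound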
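System: purified T. brucei MetRS enzyme / Detection: Kinase-Glo luciferase luminescence reporting remaining unconsumed ATP / Medium: HEPES buffer with MgCl2, KCl, DTT, spermine, BSA, pyrophosphatase / Replication: singlicate, one well per compound / Evaluation: percent inhibition relative to median high and low control wells / Schedule: 2 h aminoacylation at 25 °C after 15 min preincubation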
NadD inh – inhibitors of S. aureus NadD, primary screen, biochemical, colorimetric, uHTS; inhibition, % at 20 µM; 360,000 tested, 0.78% active; purified NadD enzyme, colorimetric absorbance read-out; in the data active = inhibition above about 26%; note: some compounds past the cut are filed as inactive
MsrA inh – bovine MsrA enzyme inhibitors, primary screen, biochemical, absorbance, HTS; 360,000 tested, 0.75% active; inhibition, % at 15.5 µM; Methionine sulfoxide reductase A (Bos taurus); purified bovine MsrA, absorbance read-out; in the data active = inhibition above about 4.5%;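 note: 0% = vehicle wells with enzyme and 100% = reference inhibitor wells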
DNMT1 inh – human DNMT1 methyltransferase inhibitors, primary screen, biochemical, molecular beacon, fluorescence, HinP1I cleavage, uHTS. DNA (cytosine-5)-methyltransferase 1 (Homo sapiens), P26358. inhibition (reported as % activation of signal), % at 10 µM. 360,000 tested, 0.83% active; in the data active = inhibition above about 50%
Rpn11 block – Rpn11 (PSMD14) deubiquitinase inhibitors, primary screen, biochemical, fluorescence polarization, uHTS | 26S proteasome non-ATPase regulatory subunit 14 (Homo sapiens), O00487 | human 26S proteasome, Ub4-pepOG fluorescence polarization; 20S core pre-blocked with epoxomicin | calls only at 20 µM | 360,000 tested, 0.59% active;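 active = inhibition at 20 µM, scaled to each plate's controls, above about 33%, limit read from the data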
An asterisk follows results filed as active; i = inactive; . = not tested or not shown; & = joins results of further samples.

mol,CSN deneddyl inh,SUMO1 PPI mod,LMPTP block,Scp-1 inhibitor,STEP inh,Tb MetRS inh,NadD inh,MsrA inh,DNMT1 inh,Rpn11 block
Cc1ccc(S(=O)(=O)N2CCCC(C(=O)NCC3COCCO3)C2)cc1 (stereo not drawn),-3,1,-0.8,-2,1,-0.1,2,-0.7,0,i
Cn1cc(S(=O)(=O)N2CCN(c3cccc(Cl)c3)CC2)c(=O)n(C)c1=O,-2,5,0.0,-8,-1,0.2,-4,-0.2,1,i
CCOc1ccc(NC(=S)Nc2ccc(OCC)cc2)cc1,0,-1,0.2,5,0,-1.2,-3,0.2,1,i
CCN(CC)C(=O)c1[nH]cnc1C(=O)N[C@@H](Cc1ccccc1)C(=O)OCc1ccccc1,4,4,0.0,0,0,0.0,5,-0.4,-4,i
CCCCN(C(=O)/C=C/c1ccccc1)C1CCS(=O)(=O)C1 (stereo not drawn),-1,-2,-0.6,-3,1,-0.1,-1,0.4,-1,i
CC1=C(C)C(=O)N(c2ccc(C(=O)O)cc2)C1=O,1,-12,-0.5,8,4,0.4,-3,0.6,3,i
CC(NC(=O)c1ccc(Br)cc1Br)c1ccccc1 (stereo not drawn),-6,3,1.6,-9,0,-0.1,-2,1.9,0,i
Cc1c(C(=O)N2CCCCCC2)c(S(=O)(=O)Nc2ccc(F)cc2)c(C)n1C,0,0,-1.5,-2,-3,0.4,-6,0.3,0,i
CC(C)N1C(=O)c2ccccc2N(Cc2ccccc2)S1(=O)=O,6,2,1.1,-15,0,-0.9,-3,0.4,10,i
COc1cc(C(C)=O)ccc1OCC(=O)OC(C)C(=O)c1ccc(F)cc1 (stereo not drawn),0,4,-0.7,-2,-4,-0.4,-1,1.5,5,i
COc1cccc(N2C(=O)C3C(C2=O)C2C=CC3C23CC3)c1 (stereo not drawn),4,-1,0.3,-2,-2,-0.9,-3,-0.4,-1,i
O=C(O)C1C2C=CC3(CN(Cc4ccco4)C(=O)C13)O2 (stereo not drawn),6,3,-0.5,13,-2,0.1,-2,-0.3,24,i
COc1ccc(CCNC(=O)CSc2ccccn2)cc1,1,-2,0.1,-9,0,0.7,-2,0.3,2,i
O=C(NCCC1=CCCCC1)c1cc(-c2ccncc2)nc2ccccc12,8,-3,-2.4,2,-3,0.8,-3,1.2,1,i
CCSc1nc(-c2ccccc2)c(-c2ccccc2)n1CC(O)CO (stereo not drawn),-1,-5,-0.2,11,-2,-0.5,-5,0.8,1,i
O=C(CC(Nc1ccc(F)cc1)c1ccccc1)c1ccccc1 (stereo not drawn),3,-9,-0.9,6,1,-1.2,1,-0.9,0,i
C/C(=N\Nc1ncc(Cl)cc1Cl)c1ccc(N2CCOCC2)cc1,-2,-8,-1.1,-3,1,-0.2,-6,3.8,-1,i
COC(=O)CN1C(=O)C(O)(CC(=O)c2ccc(Br)cc2)c2ccccc21 (stereo not drawn),-6,4,-0.2,-15,2,0.5,-5,-0.7,-1,i
COc1ccccc1CNC(=O)C1CCN(S(=O)(=O)c2cccc3nonc23)CC1,-4,-30,-1.0,10,1,0.3,5,0.9,0,i
Cc1ccc(S(=O)(=O)N2CCC(C(=O)N3CCc4ccccc43)CC2)cc1,1,6,2.3,-14,0,0.2,-4,0.3,0,i
CCn1nc(C)c(NC(=O)c2ccc(Br)o2)c1C,-2,2,-0.3,-2,-2,-2.1,2,-1.1,4,i
COC(=O)C1CCN(C(=O)C2CCN(C(=O)[C@H](C)NS(=O)(=O)c3ccc(C)cc3)CC2)CC1,2,4,-1.8,18,-3,-0.9,-2,-0.4,3,i
Cn1c(=O)c2c(ncn2CCOC(=O)C(C)(C)Oc2ccc(Cl)cc2)n(C)c1=O,1,2,-1.5,.,-3,-0.2,0,0.5,0,i
COc1ccc(NC(=O)c2cc(S(=O)(=O)N3CCc4ccccc43)cn2C)c(OC)c1,3,2,2.1,-14,-1,-0.2,-8,.,-1,i
O=C(O)C1CCCCC1C(=O)N1CC=C(c2ccccc2)CC1 (stereo not drawn),7,1,-0.3,-5,-2,-0.2,2,0.7,1,i
Cc1ccc(OCC(=O)NNC(=O)c2cccnc2)cc1C,0,0,-1.1,-6,-1,-0.1,-3,-1.5,0,i
CN1CCN(CCCn2cnc3c(=O)oc4ccccc4c32)CC1,-6,4,-3.8,-5,-2,-0.7,-2,0.7,5,i
CCOC(=O)C1=C(C)NC(C)=C(C(=O)OCC)C1C(=O)OCC(=O)N1CCCCC1CC (stereo not drawn),0&0,-4&-1,-0.3&-1.0,-1&-6,-4&2,-0.1&0.1,-1&12,2.3&0.8,-1&1,i
CNCCCc1[nH]nc(N)c1C#N,-3,0,-2.2,-2,-8,-0.7,-5,-0.9,-5,i
S=C(NCC1CCCO1)NC12CC3CC(CC(C3)C1)C2 (stereo not drawn),-7,-5,-2.5,3,0,-0.4,-3,-0.7,-1,i
O=C(CN1C(=O)S/C(=C\c2ccccc2)C1=O)NC1CCS(=O)(=O)C1 (stereo not drawn),-3,-29,-0.8,-8,1,0.5,0,5.3*,-1,i
O=S(=O)(Nc1ccc(Cl)cn1)c1cccs1,2,3,-0.9,-5,0,0.2,0,0.1,0,i
CSc1nc(C)c(C(=O)C[n+]2ccc(C)cc2)cc1C#N,-4,-4,-0.7,-6,-3,0.2,-3,0.5,-2,i
COc1ccc(C(=O)O/N=C(\N)c2ccc(OC)c(OC)c2)cc1,-4,9,1.5,-7,-1,-0.4,-8,-1.3,-1,i
Nn1c(SCC(=O)Nc2ccccc2F)nnc1C1CCCCC1,-3,0,-1.2,1,-1,-0.3,-4,1.7,3,i
CC1CCCC(NCC(O)COC(c2ccc(F)cc2)c2ccc(F)cc2)C1C (stereo not drawn),-4,0,-1.9,4,-1,0.5,-5,-0.5,0,i
CCOC(=O)CNc1nc(Cl)c(C#N)s1,5,-1,0.1,-2,1,2.1,0,-0.8,-2,i
CC(C)Nc1nc(NC(C)C)nc(SCCOC(=O)Nc2ccc(Cl)cc2Cl)n1,8,-8,1.9,-4,-1,-0.9,-5,0.7,-1,i
CCCCC(c1nnnn1CC1CCCO1)N1CCN(c2nc3ccccc3s2)CC1 (stereo not drawn),6,-3,-2.5,-14,4,-1.0,-4,2.2,-7,i
COc1ccccc1Oc1c(C)oc2cc(OC(=O)c3ccco3)ccc2c1=O,3,4,0.0,-10,-2,-0.1,6,-0.4,0,i
CC(=O)c1cccc(NC(=O)C(OC(=O)c2cccc(S(=O)(=O)N(C)c3ccccc3)c2)c2ccccc2)c1 (stereo not drawn),-1,2,3.1,-18,-1,-0.3,10,-0.1,-16,i
COc1ccc(-c2c(C#N)c(SCC(N)=O)nc3c2CCCC3)cc1,2,14,1.1,0,-3,0.0,0,1.4,-2,i
O=C(CSc1nc(-c2ccccc2)nc2ccccc12)Nc1nccs1,5,1,0.0,46,3,-0.5,6,0.7,-9,i
CC1(C)Cc2ccccc2/C(=C/C(=O)N2CCCCCC2)N1,9,-7,0.8,0,2,-1.2,1,0.2,-5,i
CC(C)c1ccc(N2C(=O)CC(NNC(=O)c3ccccc3Cl)C2=O)cc1 (stereo not drawn),-3,2,-0.8,0,-1,-0.5,0,0.2,-4,i
CC1/C(=N/O)CC(c2ccccc2)NC1c1ccccc1 (stereo not drawn),0,3,0.6,6,-4,-0.7,2,-0.6,0,i
CC(C)(C)NC(=O)C1(N2C(=O)c3ccccc3C2=O)CCCC1,0,-1,0.7,8,-4,-0.5,2,0.7,-3,i
COC(=O)[C@]12CCCCC=C1N(Cc1ccc3c(c1)OCO3)C(=O)[C@H](CC(=O)N1CCC(c3ccccc3)CC1)C2,3,-2,6.7,.,.,0.2,.,0.1,.,.
CCOC(=O)c1nnn(CC(=O)Nc2ccccc2)c1C(=O)OCC,-4,-2,-0.3,-7,-2,-0.2,5,-0.2,8,i
COc1ccc(CCNC(=O)CCC(=O)Nc2nnc(C(C)C)s2)cc1OC,-5,1,-1.8,0,-4,0.4,1,-0.6,-5,i
Cc1cc(C(=O)COC(=O)Cc2c(F)cccc2Cl)c(C)n1C,-6,2,-2.9,.,-1,0.0,-1,0.6,4,i
CSCCC(=O)N1CCC(CCC(=O)NC2CC2)CC1,-1,-1,-0.6,-6,0,-0.3,4,-1.3,1,i
Cc1c(/C(O)=C2/C(=O)C(=O)N(Cc3cccnc3)C2c2ccccn2)cnn1-c1ccccc1 (stereo not drawn),3,-13,-0.1,1,3,0.3,10,1.9,-2,i
CC(=O)N1c2ccccc2C(=O)C1N1CCCCC1 (stereo not drawn),-4,-6,-3.4,3,4,-1.3,0,0.3,0,i

Ordered by SMILES length (lowest first): some entries from above.
mol,CSN deneddyl inh,SUMO1 PPI mod,LMPTP block,Scp-1 inhibitor,STEP inh,Tb MetRS inh,NadD inh,MsrA inh,DNMT1 inh,Rpn11 block
CCOC(=O)c1nnn(CC(=O)Nc2ccccc2)c1C(=O)OCC,-4,-2,-0.3,-7,-2,-0.2,5,-0.2,8,i
COc1ccc(C(=O)O/N=C(\N)c2ccc(OC)c(OC)c2)cc1,-4,9,1.5,-7,-1,-0.4,-8,-1.3,-1,i
Cc1c(/C(O)=C2/C(=O)C(=O)N(Cc3cccnc3)C2c2ccccn2)cnn1-c1ccccc1 (stereo not drawn),3,-13,-0.1,1,3,0.3,10,1.9,-2,i

From PubChem BioAssay
